TEAD-YAP block: TEAD-YAP interaction inhibition; AID 1259422; HEK-TIYL cells, TEAD-Gal4/YAP UAS-luciferase luminescence; inhibition, % at 9.12 µM; actives 1.4% (n = 640,000); in the data active = inhibition above about 32%;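 also: 0% = median of test compound wells and 100% = reference inhibitor wells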
FBW7 activator: activators of human E3 ligase FBW7; Q969H0; AlphaScreen FBW7–phospho-cyclin E peptide binding, activator screen; normalized activity (activation), % at 26.1 µM; actives 0.13% (n = 650,000); in the data active = normalized activity above about 1.9%;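 also: purified mutant Fbw7 with reduced substrate affinity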
MITF inh: inhibitors of human MITF; actives 0.91% (n = 650,000); O75030; AID 1259374; AlphaScreen MITF homodimerization, bead proximity signal; inhibition, % at 2.6 µM; in the data active = inhibition above about 50%;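 also: 0% = vehicle wells with protein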
Target sequence (O75030 whole entry, looked up): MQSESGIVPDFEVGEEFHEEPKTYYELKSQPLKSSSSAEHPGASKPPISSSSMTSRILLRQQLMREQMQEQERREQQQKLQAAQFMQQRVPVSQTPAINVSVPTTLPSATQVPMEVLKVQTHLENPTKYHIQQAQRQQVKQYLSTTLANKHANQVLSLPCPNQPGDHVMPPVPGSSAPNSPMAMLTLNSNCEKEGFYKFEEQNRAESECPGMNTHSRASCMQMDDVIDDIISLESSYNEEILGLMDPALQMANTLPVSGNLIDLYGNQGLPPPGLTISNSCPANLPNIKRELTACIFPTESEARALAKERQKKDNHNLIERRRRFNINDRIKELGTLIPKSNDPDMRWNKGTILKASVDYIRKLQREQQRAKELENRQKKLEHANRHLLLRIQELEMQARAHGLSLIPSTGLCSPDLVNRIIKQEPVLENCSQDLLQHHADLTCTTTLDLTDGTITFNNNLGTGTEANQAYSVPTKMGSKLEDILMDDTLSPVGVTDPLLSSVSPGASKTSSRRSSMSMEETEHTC
GPR151 activ: human GPR151 activation; PathHunter beta-arrestin GPR151 cells, luminescence; activation, % at 11.2 µM; actives 1% (n = 650,000); AID 1508602; in the data active = activation above about 4.9%;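 also: 0% = median of compound wells and 100% = cells with positive control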
Target sequence (Q8TDV0 whole entry, looked up): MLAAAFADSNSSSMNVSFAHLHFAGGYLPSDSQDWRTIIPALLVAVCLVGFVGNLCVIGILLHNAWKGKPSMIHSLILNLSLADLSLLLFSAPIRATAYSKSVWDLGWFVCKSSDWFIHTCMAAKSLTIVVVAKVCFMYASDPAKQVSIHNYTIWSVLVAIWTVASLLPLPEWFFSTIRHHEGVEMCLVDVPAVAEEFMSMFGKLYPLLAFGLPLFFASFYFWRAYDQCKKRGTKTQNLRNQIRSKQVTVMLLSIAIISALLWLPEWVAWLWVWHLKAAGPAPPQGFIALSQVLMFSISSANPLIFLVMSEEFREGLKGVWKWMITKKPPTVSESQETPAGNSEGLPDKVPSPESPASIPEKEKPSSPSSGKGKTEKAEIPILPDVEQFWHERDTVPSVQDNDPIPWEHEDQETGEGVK
Active calls of the source: *.

A first look (13 entries):
SMILES	TEAD-YAP block	FBW7 activator	MITF inh	GPR151 activ
O=C(Nc1ccc(NC(=O)c2ccc(I)o2)cc1)c1cccc(Cl)c1	6	-0.2	8	1.3
COC(Cn1c2ccccc2c2ccccc21)OC	3	0.0	5	-0.6
COC(=O)c1c(N)sc(C)c1-c1ccc(Cl)cc1Cl	4	-0.2	2	1.5
Cc1cc(NC(=O)c2ccc3c(c2)OCCO3)n(-c2nc3ccccc3s2)n1	2	0.1	-1	-0.4
O=C(Nc1cccc(Cl)c1)C(=O)c1cn(CC(=O)N2CCCC2)c2ccccc12	1	0.3	4	0.3
c1ccc(Nc2nc(Nc3ccc4c(c3)OCO4)c3[nH]cnc3n2)cc1	19	0.0	6	2.8
Cc1ccc(-c2noc(COc3ccc(Br)cc3)n2)cc1	0	0.0	5	0.6
Cc1ccc2cc3c(nc2n1)CCN(CC(=O)c1ccc(N2CCCC2)cc1)C3	4	-0.2	2	-2.8
COc1ccc(Nc2ncnc3c2c(-c2ccccc2)cn3-c2cccc(C(F)(F)F)c2)cc1	-5	0.0	-1	0.7
CC1=C(C(=O)OC2CCCCC2)C(c2c(F)cccc2Cl)NC(=O)N1C (stereo not given)	-14	-0.1	2	-1.0
O=C(CSc1nc2ccccc2s1)N1c2ccccc2Sc2ccc(C(F)(F)F)cc21	10	0.2	7	-1.3
COc1ccc(/C=C2/N=C(c3ccc([N+](=O)[O-])cc3)OC2=O)cc1OC(C)=O	-3	0.0	1	0.1
Cc1ccc(C)c(-n2c(C)cc(/C=C3\NC(=O)NC3=O)c2C)c1	-5	0.0	29	1.2

All compounds of this part, repeating the preview:
SMILES	TEAD-YAP block	FBW7 activator	MITF inh	GPR151 activ
O=C(Nc1ccc(NC(=O)c2ccc(I)o2)cc1)c1cccc(Cl)c1	6	-0.2	8	1.3
COC(Cn1c2ccccc2c2ccccc21)OC	3	0.0	5	-0.6
COC(=O)c1c(N)sc(C)c1-c1ccc(Cl)cc1Cl	4	-0.2	2	1.5
Cc1cc(NC(=O)c2ccc3c(c2)OCCO3)n(-c2nc3ccccc3s2)n1	2	0.1	-1	-0.4
O=C(Nc1cccc(Cl)c1)C(=O)c1cn(CC(=O)N2CCCC2)c2ccccc12	1	0.3	4	0.3
c1ccc(Nc2nc(Nc3ccc4c(c3)OCO4)c3[nH]cnc3n2)cc1	19	0.0	6	2.8
Cc1ccc(-c2noc(COc3ccc(Br)cc3)n2)cc1	0	0.0	5	0.6
Cc1ccc2cc3c(nc2n1)CCN(CC(=O)c1ccc(N2CCCC2)cc1)C3	4	-0.2	2	-2.8
COc1ccc(Nc2ncnc3c2c(-c2ccccc2)cn3-c2cccc(C(F)(F)F)c2)cc1	-5	0.0	-1	0.7
CC1=C(C(=O)OC2CCCCC2)C(c2c(F)cccc2Cl)NC(=O)N1C (stereo not given)	-14	-0.1	2	-1.0
O=C(CSc1nc2ccccc2s1)N1c2ccccc2Sc2ccc(C(F)(F)F)cc21	10	0.2	7	-1.3
COc1ccc(/C=C2/N=C(c3ccc([N+](=O)[O-])cc3)OC2=O)cc1OC(C)=O	-3	0.0	1	0.1
Cc1ccc(C)c(-n2c(C)cc(/C=C3\NC(=O)NC3=O)c2C)c1	-5	0.0	29	1.2
O=C(CCc1nnc(-c2ccc(-c3ccccc3)cc2)o1)NCCn1cccn1	2	0.0	10	-0.9
O=C(Nc1cccnc1Cl)c1cc2nc3c(c(C(F)(F)F)n2n1)CCc1ccccc1-3	6	-0.1	-4	0.8
COc1ccc(Cc2c(O)nc(SC)n(-c3ccccc3)c2=O)cc1	-5	0.1	11	-2.1
O=C(CC1CCCC1)Nc1cccc(N2CCC(N[C@H]3CCCCNC3=O)CC2)c1	11	0.1	10	-1.1
CCOC(=O)CSC1=C(C#N)C(c2ccccc2F)C(C(C)=O)=C(C)N1 (stereo not given)	-10	-0.1	-2	-2.2
CC(C)C(c1nnnn1Cc1ccccc1)N1CCN(Cc2ccccc2)CC1 (stereo not given)	5	-0.1	6	-0.2
COc1ccc(N2C(=O)CC(c3ccc(OC(C)C)cc3)C2=O)cc1 (stereo not given)	7	-0.1	-5	-0.4
CC1(C)CC(=O)C2=C(C1)NC(=O)C(C#N)C2c1ccccc1 (stereo not given)	-16	0.1	-7	-1.8
CC1=C(C(=O)Nc2ccc(C(=O)N3CCC(N4CCCCC4)CC3)cc2)SCCO1	6	0.5	9	-0.3
O=C(NCc1ccco1)c1c[nH]n2c(=O)cc(C3CCNCC3)nc12	0	-0.1	-1	-2.2
NC(=O)c1c(NC(=O)c2cccc(F)c2)sc2c1CCCC2	-53	0.7	10	-0.5
CCOC(=O)c1cnc2ccc(C)cc2c1Nc1ccc(C(C)=O)cc1	10	0.4	11	-1.4
CCOc1cccc(/C=N\NC(=O)c2cccnc2)c1O	31	-0.8	59*	-1.3
CCOc1ccc(N(C)S(=O)(=O)c2ccc3[nH]cc(C(=O)NC(C)C)c(=O)c3c2)cc1	2	-0.1	-6	0.0
O=C(O)CNc1ncnc2c1oc1ccccc12	2	-0.1	7	-2.1
FC(F)(F)c1ccc(Nc2cc(NCc3cccc(C(F)(F)F)c3)ncn2)cc1	-5	0.1	-4	1.6
C=CCn1c(-c2ccc(C)cc2)csc1=Nc1ccc(NC(C)=O)cc1	50*	-0.1	27	-0.6
CCN1/C(=C\C(C)=O)Sc2ccc3ccccc3c21	-1	0.0	11	-1.0
CCCOC(=O)c1ccc2c(c1)C(=O)N(C1CCCCC1)C2=O	6	0.6	4	-0.3
CCn1cc(CN2CCCC(c3[nH]ncc3-c3cccc(F)c3)C2)c(C)n1 (stereo not given)	0	-0.1	-14	1.0
CC1=C(C(=O)OC2CCCCC2)C(c2cccc(O)c2)C2=C(CC(c3ccccc3)CC2=O)N1 (stereo not given)	18	0.1	-6	-0.3
O=C1NC(=S)N/C1=C\c1ccco1	2	-0.1	19	1.1
NNC(=O)CCn1c2ccc(Cl)cc2c2cc(Cl)ccc21	3	0.0	-1	1.2
O=c1c2sccc2nc(SCc2ccccc2Cl)n1Cc1ccccc1	-6	-0.1	-5	-0.9
CCOC(=O)c1c(NC(=O)CSc2nnc(C)c(=O)[nH]2)sc2c1CCCC2	2	1.2	8	0.6
Cc1nc2sc(C(c3ccc(F)c(F)c3)N3CC(C)OC(C)C3)c(O)n2n1 (stereo not given)	8	-0.2	-9	-0.6
CCn1cc(C(=O)N2CCSC2=NCc2ccccc2)c(=O)c2ccc(C)nc21	-4	-0.1	9	-0.4
COc1ccc(N2CCN(c3ncnc4sc(C(=O)Nc5cccc(C(F)(F)F)c5)c(C)c34)CC2)cc1	2	0.0	-16	1.4
NS(=O)(=O)c1ccc(CCNc2ccc(C(F)(F)F)cn2)cc1	-11	0.1	13	0.0
O=C(/C=C/c1ccccc1Cl)NCc1ccc(Cl)cc1Cl	-13	0.1	3	-1.3
CC(O)c1cccc(NC(=O)[C@H]2C[C@@H](c3cccs3)NS(=O)(=O)N2C)c1 (stereo not given in full)	9	0.0	2	3.3
Cc1nc2ccccc2c(=O)n1/N=C/c1ccccc1I	-3	0.2	11	-1.5
COCCC(=O)NCC1Cc2cc(Cl)cc(-c3ccc(C(=O)OC)cc3)c2O1 (stereo not given)	8	0.7	20	0.1
CCCn1c(=S)[nH]c2cc(C(=O)N(CCO)Cc3ccccc3)ccc2c1=O	7	-0.1	-4	0.2
CCc1ccc(S(=O)(=O)Nc2cc3c(C(=O)OC(C)C)c(C)oc3c3ccccc23)cc1	-1	-0.1	7	-1.1
CC(C)(C)C(=O)COC(=O)C1CCN(S(=O)(=O)c2cccs2)CC1	6	0.1	-50	-2.5
Cc1cc(C)cc(N=Cc2ccc(O)cc2O)c1	-10	-0.1	-1	0.8
CCOC(=O)C(=O)Nc1nnc(-c2cccs2)s1	4	0.1	-4	-1.3
COc1cccc2c1OC(c1ccccc1Cl)N1N=C(c3cccnc3)CC21 (stereo not given)	-24	-0.2	5	0.4
Cc1cc(C)n(-c2ccc(-n3ccnc3)nn2)n1	-4	-0.1	14	-0.9
O=C1NC(c2ccc(N3CCOCC3)c([N+](=O)[O-])c2)Nc2ccccc21 (stereo not given)	-32	-0.2	-4	0.6
COc1ccccc1-c1ccc(OCCN(C)C)nc1	-8	0.4	12	0.0
O=C(Nc1ccccc1F)C1CC(=O)N(c2ccc(OCc3ccccc3)cc2)C1 (stereo not given)	-10	0.1	6	1.3
COc1ccccc1-n1c(SCC#N)nc2c(sc(=S)n2-c2ccc(C)c(C)c2)c1=O	-7	-0.1	-2	-0.1
CCc1ccc(OCC(=O)OC2CCS(=O)(=O)C2)cc1 (stereo not given)	6	0.0	7	-1.4
COc1ccc(CCNC(=O)CCCCCN2C(=O)c3cccc4cccc(c34)C2=O)cc1OC	-5	-0.1	-8	-0.8
COc1ccccc1NC(=O)C(=O)N1CCCC1	-8	0.0	-5	-1.5

Additional entries follow.
SMILES	TEAD-YAP block	FBW7 activator	MITF inh	GPR151 activ
Cn1c(SCc2nc3ccccc3c(=O)n2-c2ccc([N+](=O)[O-])cc2)nc2ccccc21	-21	0.2	-4	1.9
CCn1c(SCC(=O)N2CCCc3ccccc32)nc2c(c1=O)SC(C)C2 (stereo not given)	5	-0.2	-10	0.1
FC(F)(F)COc1nc(N2CCCCC2)nc(N2CCNCC2)n1	-1	0.2	0	0.0
CCOC(=O)C1=C(C)NC(=O)NC1c1ccc(-c2ccc(OC)cc2[N+](=O)[O-])o1 (stereo not given)	-3	-0.1	-3	-0.6
Cc1n[nH]c(C)c1CCNC1CCN(c2ccc(NC(=O)c3ccccc3F)cc2)CC1	-10	-0.2	-13	2.5
CC1(Cc2ccncc2)C(=O)Nc2cc(C(F)(F)F)ccc21 (stereo not given)	7	0.1	-7	0.6
CC(=O)Nc1ccc(S(=O)(=O)C(F)F)cc1	-4	0.2	-5	1.0
COC(=O)c1ccc(/C=N/NC(=O)CC2=NNC(=O)C2)cc1	0	-0.2	3	2.9
CCOc1ccccc1C1C(C#N)=C(SCC)NC(=O)C1C#N (stereo not given)	-7	0.0	-1	1.1
Cn1nnnc1SCC(=O)NCc1cccc(C(=O)O)c1	12	0.0	7	1.2
Cc1ccc(-c2nc3ncccc3o2)cc1NC(=O)c1ccccc1C	-2	-0.1	-6	-0.7
COc1cc(/C=C(/NC(=O)c2ccccc2)C(=O)Nc2ccccc2Cl)cc(OC)c1OC	1	-0.1	7	-1.5
O=S(=O)(NCC1CN(Cc2ccccc2)CCO1)c1ccc(Cl)cc1 (stereo not given)	-10	0.1	6	1.1
CCSCCOC(=O)C1=C(C)NC2=C(C(=O)CCC2)C1c1ccsc1 (stereo not given)	-5	0.0	-1	0.0
CC(C)C(=O)Nc1cccc(C(=O)Nc2cccc(O)c2)c1	59*	0.7	14	-2.4
O=C(NCCOc1ccccc1)c1ccc2nc(-c3ccc(C(=O)NC4CC4)cc3)sc2c1	-23	0.0	-2	-0.4
Cc1cccc(NC(=S)NN2CCN(C)CC2)c1C	0	0.3	2	-1.0
COCCNC(=O)CCC1CCN(C(=O)C2CC(=O)N(Cc3ccccn3)C2)CC1 (stereo not given)	3	-0.1	7	-0.4
O=C(Nc1cccc(C(F)(F)F)c1)c1cccn(OCc2ccccc2F)c1=O	8	0.1	-2	3.9
CC(=O)Nc1ccc(Nc2cc(C)nc(NCc3cccnc3)n2)cc1	0	-0.1	-8	0.1
CCOC(=O)C1=C(C)N=c2s/c(=C/c3cccc([N+](=O)[O-])c3)c(=O)n2C1c1cccs1 (stereo not given)	-1	-0.1	-3	0.0
CCOC(=O)C1=C(C)NC2=C(C(=O)C(C(=O)OCC)C(c3ccccc3OC)C2)C1c1ccc(OC)cc1OC (stereo not given)	-10	0.2	-6	-1.0
Cc1c(C(=O)Nc2ccc(C(F)(F)F)cc2)sc2ncn(C)c(=O)c12	2	-0.1	5	-1.6
CCN(c1ccc(F)cc1)S(=O)(=O)c1ccc2[nH]cc(C(=O)NCCOC)c(=O)c2c1	1	-0.1	12	0.1
COc1cc(OC)cc(-n2nc(C(=O)Nc3ccc(C(C)C)cc3)c3ccccc3c2=O)c1	9	0.0	7	1.7
CC(=O)Nc1cc(-c2ccc(F)cc2)[nH]n1	-19	0.7	10	-0.6
Cc1ccc(NC(=O)CNC(=O)c2c[nH]c3ccccc23)cc1F	2	-0.1	2	5.7*
O=C1CCCN1CCn1cnc2c(NCCc3ccc(O)cc3)nc(Nc3ccccc3)nc21	16	-0.1	-1	-1.4
COc1ccccc1NC(=O)C1CCCCC1	3	-0.1	4	1.0
COc1ccc(/C(O)=C(\C#N)c2nc3ccccc3[nH]2)cc1	-18	0.1	5	2.2
CCOC(=O)C1(Cc2cccc(F)c2)CCN(Cc2ccc(COC)o2)CC1	9	0.0	2	-1.1
Cc1ccc(-c2ccnc(Nc3cc(NC(=O)c4ccc(CN5CCN(C)CC5)cc4)ccc3C)n2)cn1	13	-0.1	7	-1.0
Cc1ccc(-c2cc(C(=O)OCC(=O)c3ccc(C)c(C)c3)c3ccccc3n2)cc1	3	0.0	14	0.7
O=C(O)c1cc(NC(=O)c2ccccc2F)ccc1O	-3	1.0	23	-4.5
O=[N+]([O-])c1ccc(-n2ccnc2)nc1-n1ccnc1	-12	-0.2	-8	0.1
COc1ccc(N2C(=O)CSC2c2ccc([N+](=O)[O-])cc2)cc1 (stereo not given)	-10	-0.2	-4	-0.8
CC(=O)c1c2c(n3cc4ccccc4cc13)C(=O)c1ccccc1C2=O	-3	0.0	12	-1.1

Screening data as filed in PubChem BioAssay.
